# Screens as filed in PubChem.
# RGS7-Gao – RGS7-Galphao binding modulators, primary screen, biochemical, multiplexed bead flow cytometry; Guanine nucleotide-binding protein G(o) subunit alpha (Homo sapiens), P09471; actives lie on both sides; binding response (% of control), % at 10 µM; 220,000 compounds, 0.35% hits; AID 1439, 2008; in the data active = binding response below about 49% or above about 150%; inconclusive = no clear call, values can overlap the other calls; inactive = in between;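 note: fluorescent Galphao held in activated GDP-AlF4 state binding bead-coupled RGS7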
# Target sequence (P09471 whole entry, looked up): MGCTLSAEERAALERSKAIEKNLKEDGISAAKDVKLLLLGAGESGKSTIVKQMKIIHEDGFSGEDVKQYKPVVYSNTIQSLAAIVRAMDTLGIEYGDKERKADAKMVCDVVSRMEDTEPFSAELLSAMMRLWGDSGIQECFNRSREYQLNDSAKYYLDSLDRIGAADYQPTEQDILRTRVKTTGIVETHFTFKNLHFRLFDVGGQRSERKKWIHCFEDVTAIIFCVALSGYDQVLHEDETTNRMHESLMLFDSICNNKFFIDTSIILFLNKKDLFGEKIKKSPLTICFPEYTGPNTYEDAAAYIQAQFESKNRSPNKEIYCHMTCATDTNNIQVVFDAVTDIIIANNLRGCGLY
# Bcl-XL Bim block – inhibitors of Bim-Bcl-XL binding, primary screen, biochemical, multiplexed, bead flow cytometry, human Bcl-XL; AID 1007, 2008; Bcl-2-like protein 1 (Homo sapiens), Q07817; Bim peptide-Bcl-XL binding, fluorescence; inhibition, % at 10 µM; 190,000 compounds, 0.04% hits
# Target sequence (Q07817 whole entry, looked up): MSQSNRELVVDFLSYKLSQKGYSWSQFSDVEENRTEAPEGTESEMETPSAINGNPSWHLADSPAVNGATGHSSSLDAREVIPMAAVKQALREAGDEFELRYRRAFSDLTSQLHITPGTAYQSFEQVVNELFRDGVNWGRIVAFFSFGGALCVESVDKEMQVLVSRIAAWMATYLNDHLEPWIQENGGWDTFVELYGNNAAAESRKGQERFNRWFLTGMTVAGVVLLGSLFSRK
# RGS4-Gao reg – modulators of RGS4 binding to Galphao, primary screen, biochemical, multiplexed bead flow cytometry. 220,000 compounds, 0.33% hits. binding response (% of control), % at 10 µM. actives lie on both sides. Guanine nucleotide-binding protein G(o) subunit alpha (Homo sapiens), P09471; in the data active = binding response below about 49% or above about 150%; inactive = in between;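 note: fluorescent Galphao activated with aluminum fluoride binding bead-coupled RGS4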
# Mcl1 Bid PPI – Mcl-1/Bid binding inhibitors, primary screen, biochemical, TR-FRET, 1536-well. Induced myeloid leukemia cell differentiation protein Mcl-1 (Homo sapiens), Q07820. TR-FRET Mcl-1/Bid-Dy647 peptide binding. inhibition, % at 21.7 µM. 220,000 compounds, 0.97% hits;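 active = compounds that cut the binding signal by more than half at the single screening dose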;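 note: His-tagged Mcl-1 with europium anti-His antibody binding Bid BH3 peptide; 0% = Mcl-1 plus peptide wells and 100% = peptide-only wells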
# Mcl-1 Bim block – inhibitors of Bim peptide binding to Mcl-1, primary screen, biochemical, bead-based flow cytometry, multiplex. Bim peptide-Mcl-1 binding. inhibition, % at 10 µM. 190,000 compounds, 0.1% hits;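 note: 0% = no compound tracer wells and 100% = peptide blocker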
# GSH bead fluor – compound fluorescence on glutathione beads, profiling panel, artefact control, biophysical, 488/530 nm, flow cytometry; 190,000 compounds, 0.25% hits; fluorescence (KMESF) at 10 µM; GSH beads flow cytometry, compound fluorescence 488/530 nm; stronger effect = higher value; in the data active = fluorescence above about 89;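 note: glutathione beads carrying GST-tagged Bcl family fusion proteins plus one bare bead set; values are compound well signal with DMSO vehicle wells as background; inactives centre near 16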
# Bcl-W Bim block – inhibitors of Bim binding to Bcl-W, primary screen, biochemical, multiplexed, bead-based flow cytometry; 190,000 compounds, 0.02% hits; inhibition, % at 10 µM; Bcl-2-like protein 2 (Homo sapiens), Q92843; AID 952, 2007; Bim peptide-Bcl-W binding;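 note: 0% = bound tracer without compound and 100% = peptide blocker; higher means less fluorescent Bim peptide bound to Bcl-W beads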
# Target sequence (Q92843 whole entry, looked up): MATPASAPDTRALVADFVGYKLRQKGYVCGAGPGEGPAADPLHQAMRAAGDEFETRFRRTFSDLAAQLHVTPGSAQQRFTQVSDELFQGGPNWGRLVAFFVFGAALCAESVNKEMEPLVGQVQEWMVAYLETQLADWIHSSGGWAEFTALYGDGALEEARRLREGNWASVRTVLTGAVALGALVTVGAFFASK
# Bcl-2 Bim block – inhibitors of Bim-Bcl-2 binding, primary screen, biochemical, multiplexed, human Bcl-2 family; Apoptosis regulator Bcl-2 (Homo sapiens), P10415; Bead-based flow cytometry, Bim peptide-Bcl-2 binding; inhibition, % at 10 µM; 190,000 compounds, 0.06% hits; in the data active = inhibition above about 40%; inconclusive = no clear call, values can overlap the other calls;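 note: 0% = no compound wells with probe peptide and 100% = reference peptide inhibitor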
# Target sequence (P10415 whole entry, looked up): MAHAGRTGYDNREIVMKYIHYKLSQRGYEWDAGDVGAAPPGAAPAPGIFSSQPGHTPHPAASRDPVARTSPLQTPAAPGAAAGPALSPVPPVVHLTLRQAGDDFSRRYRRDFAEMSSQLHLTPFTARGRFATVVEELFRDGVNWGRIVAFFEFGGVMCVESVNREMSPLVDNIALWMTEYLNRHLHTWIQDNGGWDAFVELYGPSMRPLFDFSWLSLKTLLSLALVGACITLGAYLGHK
# Bcl-B Bim block – inhibitors of Bim-Bcl-B binding, primary screen, biochemical, multiplexed, human Bcl-2 family | Bcl-2-like protein 10 (Homo sapiens), Q9HD36 | bead-based flow cytometry, Bim peptide-Bcl-B binding | inhibition, % at 10 µM | 190,000 compounds, 0.073% hits;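 note: 0% = tracer peptide without compound and 100% = reference inhibitor peptide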
# RGS8-Gao reg – RGS8-Galphao binding modulators, primary screen, biochemical, multiplexed bead flow cytometry | Guanine nucleotide-binding protein G(o) subunit alpha (Homo sapiens), P09471 | actives lie on both sides | response (percent of control binding), % at 10 µM | 220,000 compounds, 0.34% hits | AID 1423, 2008; in the data active = response below about 60% or above about 140%; inactive = in between;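 note: Galphao activated as the GDP aluminium fluoride complex binding bead-coupled RGS8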
# Bim-Bfl-1 – inhibitors of Bim binding to Bfl-1, primary screen, biochemical, multiplexed, bead-based flow cytometry; Bcl-2-related protein A1 (Homo sapiens), Q16548; Bim-Bfl-1 binding inhibition; inhibition, % at 10 µM; 190,000 compounds, 0.12% hits; AID 1008, 2008;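 note: 0% = wells without compound plus tracer and 100% = blocker peptide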
# Starred values were filed as active, the others as inactive; ? = inconclusive; . = no result given. Cut-off read from the data, not from the text of the source, unless noted: active = inhibition above about 40%.
entry	Structure	RGS7-Gao	Bcl-XL Bim block	RGS4-Gao reg	Mcl1 Bid PPI	Mcl-1 Bim block	GSH bead fluor	Bcl-W Bim block	Bcl-2 Bim block	Bcl-B Bim block	RGS8-Gao reg	Bim-Bfl-1
1	CCc1ccc(S(=O)(=O)Nc2c(C)nn(C)c2C)cc1	94	0	99	-19	0	11	2	-2	-1	105	0
2	CCN(CC)C(=O)c1sc2nc(-c3ccc(OC)cc3)cn2c1C	101	-5	107	-32	0	14	0	-6	-5	103	-5
3	CCC(=O)NNc1nc2c(F)cc(F)cc2s1	105	-1	102	-16	-1	13	-1	-2	-5	99	-3
4	Cc1nnc(Oc2ccccc2F)c2ccccc12	103	4	95	9	0	19	0	-10	-2	100	-15
5	CCOc1cccc(-c2nc(C(N)=O)c3[nH]c(=O)n(-c4cccc(Cl)c4)c3n2)c1O	91	-4	94	22	-1	25	0	-5	-5	97	-11
6	N#C/C(=C/c1ccc(N2CCOCC2)o1)C(=O)N1CCOCC1	97	-4	96	-68	-3	3	-1	3	-7	89	-1
7	CCNc1nc(OCC)nc(N2CCC(Cc3ccccc3)CC2)n1	100	-6	99	3	-4	13	-2	-4	-4	95	-2
8	COCCn1c(C)cc(C(=O)CN2C(=O)NC3(CCCCCCC3)C2=O)c1C	102	-3	100	-33	-6	31	0	-10	-12	103	-16
9	CC1CCN(c2nnc(NC(=O)Cn3c(=O)oc4ccccc43)s2)CC1	102	-3	102	-11	-1	19	1	-5	-3	103	-6
10	Cc1ccc(NC(=O)N(C2CCCCC2)C(C)c2cccnc2)cc1C (configuration not stated)	109	0	109	-23	2	22	2	-6	-4	106	-9
11	Nc1ccc2c(c1)C(=O)C(=O)c1ccccc1-2	91	-9	74	-1	3	23	5	4	5	102	0
12	COC(=O)Cc1ccc(NC(=S)NCCCN2CCOCC2)cc1	101	0	99	-47	0	16	1	2	0	100	-1
13	CCN(CC)c1ncnc2sc(C(=O)N3CCN(c4ccc(OC)cc4)CC3)c(C)c12	98	-6	97	-6	-5	13	-3	-5	-5	98	-5
14	O=C(Nc1ccc(S(=O)(=O)NCc2ccco2)cc1)c1ccc2ccccc2n1	104	-9	97	2	-4	12	-4	-13	-8	99	-14
15	Cc1cnn(-c2cc(N/N=C/c3ccccc3)ncn2)c1	100	-1	104	-5	-1	14	-1	0	-2	103	0
16	CC1=Nc2cccc3cccc(c23)N1	104	-2	102	-21	-3	22	5	3	-4	103	13
17	O=C(COC(=O)/C=C/c1ccc(OC(F)F)cc1)Nc1ccc(S(=O)(=O)N2CCCC2)cc1	90	-5	100	-5	-4	9	-1	-5	-5	96	-1
18	O=C(NCc1ccccc1Cl)c1ccc2nc[nH]c2c1	101	-9	102	0	-7	12	-2	0	-10	102	-1
19	C/C(=N\NC(=O)c1nc2ccccn2c1C)c1cccc([N+](=O)[O-])c1	110	-5	104	-20	-1	25	0	-4	-2	103	-6
20	COc1ccc(-n2c(=O)c3c(C)c(C)sc3n(Cc3cccc(F)c3)c2=O)c(OC)c1	99	-2	101	-32	-1	10	-4	0	-4	101	-3
21	COc1ccc(CCN2C(=O)c3cccc4cccc(c34)C2=O)cc1OC	97	-9	102	-5	-4	32	-2	-6	-7	101	-19
22	Cc1ccccc1NC(=O)c1ccc(CN2CCC(Cc3ccccc3)CC2)cc1	100	-4	101	-16	0	16	-4	0	-1	106	0
23	Cc1ccc(-c2nnc(SCc3ccccc3F)o2)cc1	95	-4	97	-48	-6	32	0	-12	-8	101	-14
24	CC(=O)NC12CC3CC(C1)CC(C(=O)OCC(=O)NC(=O)c1cccn1C)(C3)C2	91	-10	87	-22	0	31	0	-5	-8	94	-9
25	CC(=O)C(C)Oc1ccc(Cc2ncc(C(F)(F)F)cc2Cl)cc1 (configuration not stated)	99	-3	100	-7	-2	10	-1	0	1	97	0
26	O=C(/C=C/Nc1ccc(F)cc1Br)c1ccccc1	100	0	102	-13	-5	6	-1	0	-5	101	0
27	CCOC(=O)C1=C(C)NC(=O)NC1c1cc2c(cc1Br)OCO2 (configuration not stated)	97	-5	98	-1	0	23	0	-15	-6	98	-20
28	CCNc1nc(Oc2ccc(=O)[nH]n2)nc(SC)n1	99	1	100	-19	0	28	0	2	0	98	1
29	CCC(/C=N/NC(=O)C1COc2ccccc2O1)CC (configuration not stated)	109	-8	107	-3	-4	12	-4	-7	-9	105	-10
30	O=C1CCCN1CCCNC(=S)Nc1ccc(F)cc1	98	4	96	-43	6	19	7	12	-1	102	9
31	CC1C/C(=N/NC(=O)c2cccs2)CC(C)(C)C1 (configuration not stated)	97	-6	102	-8	1	14	3	-9	-7	101	-7
32	C/C(=N\Nc1cc(Cl)nc(C)n1)c1ccccc1	98	0	99	2	-3	28	-1	-10	-11	100	-15
33	COCCNC(=O)CCn1nc(-c2ccc(Cl)cc2)ccc1=O	98	2	98	-9	0	32	0	-10	-9	98	-17
34	Nc1ccc(N2CCN(C(=O)c3cccs3)CC2)cc1	85	16	83	-91	15	46	7	2	2	92	6
35	Cc1cc(N)c(-n2cc3c(=O)n(C)c(=O)n(C)c3c2)cc1C	97	2	102	-100	6	20	1	0	3	100	0
36	CC1CCN(C(=S)c2cn(Cc3cccc(F)c3)c3ccccc23)CC1	108	-1	107	-59	3	9	-1	-7	0	108	-4
37	CC(NC(=O)Nc1ccccc1O)(C(F)(F)F)C(F)(F)F	99	-8	102	-3	0	33	-3	-13	-10	99	-22
38	C=CCN1C(=O)c2cccc3c(Br)ccc(c23)C1=O	103	-5	100	-16	-2	15	-3	-3	-4	100	-8
39	COc1ccc(NCC(=O)n2c(C)c(C)c3ccccc32)cc1	98	-1	107	-22	-1	10	-2	-4	-6	105	-6
40	C=CCN1C(=O)NC(c2ccc(OC)cc2)(C(F)(F)F)S/C1=C(\C#N)c1nnc(N2CCOCC2)n1-c1ccccc1 (configuration not stated)	107	0	102	-37	-2	5	2	0	7	103	1
41	O=C(c1ccccc1)c1cccn1CC(=O)N1CCc2ccccc2C1	101	-3	99	-6	-1	17	-1	-4	-7	106	-5
42	O=C(c1ccc(Cl)cc1)[C@@H]1[C@@H]2C(=O)N(c3cccc4ccccc34)C(=O)[C@@H]2C2c3ccccc3C=NN21 (some centres not stated)	110	-4	114	-4	-3	13	0	-15	0	113	-3
43	CC(=O)NCC(=O)N(C)C(C(=O)Nc1ccc2c(c1)OCCO2)c1ccc(C)cc1 (configuration not stated)	101	0	99	-29	3	21	3	2	0	101	-3
44	CC(=O)Nc1cccc(Nc2nc(-c3ccccc3F)nc3ccccc23)c1	100	-4	101	1	-5	15	-3	-4	-7	103	-5
45	COc1ccc(C(=O)CSc2nc3[nH]ncc3c(=O)[nH]2)cc1	?	-1	100	-15	0	12	-3	-1	-5	104	-4
46	CCn1c(SCC(N)=O)nc2c1c(=O)n(C)c(=O)n2C	100	-12	102	-5	0	31	0	-11	-8	102	-10
47	Cc1ccccc1CSc1nnc(Cn2c(=O)sc3ccccc32)n1C	103	-5	100	-4	0	16	-6	-4	-9	95	-7
48	CCOC(=O)c1sc(NC(=O)c2cc(S(=O)(=O)N3CCOCC3)ccc2C)nc1C	102	-2	102	-4	-3	36	0	-6	-7	101	-17
49	CCOc1ccc(NC(=O)C2CC=CCC2C(=O)O)cc1 (configuration not stated)	101	-7	103	-13	-3	25	-1	-8	-8	101	-18
50	CCn1c(=S)sc2c(=O)n(-c3ccccc3)c(=S)[nH]c21	104	0	101	-18	3	16	5	-1	-48	99	16
51	CCSc1ccccc1C(=O)Nc1ccc2c(c1)OCO2	98	0	98	-7	1	14	-2	-1	-3	97	-1
52	COc1ccc(Cc2nnc(SCC(=O)NCc3ccco3)o2)cc1	98	-4	96	-58	1	23	-4	-2	-2	98	-1
53	O=c1c([N+](=O)[O-])c(N2CCCC2)c2ccccc2n1-c1ccccc1	105	0	102	-39	-1	14	-2	-5	0	105	-7
54	Oc1ccc(-c2nc(=S)[nH][nH]2)cc1	101	-9	94	-47	-1	14	-7	.	-16	95	4
55	CCCS(=O)(=O)c1c(S(=O)(=O)CCC)c2c(N)cccn2c1C(=O)OC	100	0	100	-37	0	11	0	-6	-2	101	-4
56	O=C(CSc1nnc(Cn2c(=O)sc3ccccc32)n1-c1ccccc1)N1CCCCCC1	100	-7	99	-10	0	16	-4	-1	-6	103	-6
57	C=CCC(C)(NCc1ccccc1)c1ccc(C)cc1 (configuration not stated)	105	-8	102	-8	-5	5	-3	-2	-7	103	-1
58	CCCOC(=O)CSC1=C(C#N)C(c2ccc3c(c2)OCO3)CC(=O)N1 (configuration not stated)	100	-6	100	-21	0	30	0	-7	-10	101	-11
59	CC(=O)c1c(C)[nH]c(C(=O)Nc2ccc(C)c(S(=O)(=O)N(C)C)c2)c1C	105	0	98	-9	-1	17	0	-4	0	104	-4
60	O=C(NC1CCCCCCC1)c1ccc(S(=O)(=O)N2CCCC2)cc1	87	-4	85	-42	-2	13	0	0	-4	94	0

# Carrying on:
entry	Structure	RGS7-Gao	Bcl-XL Bim block	RGS4-Gao reg	Mcl1 Bid PPI	Mcl-1 Bim block	GSH bead fluor	Bcl-W Bim block	Bcl-2 Bim block	Bcl-B Bim block	RGS8-Gao reg	Bim-Bfl-1
61	CC(=O)c1ccc(N2CCN(C(C)C(=O)NC3CCCc4ccccc43)CC2)cc1 (configuration not stated)	97	-9	101	-25	-5	18	-4	-5	-9	100	-14
62	CCOC(=O)CSc1nc2cc(S(=O)(=O)Nc3ccccc3OC)ccc2o1	105	-4	104	-13	-1	5	0	-5	-3	103	-7
63	Cc1nc2ccccc2c2oc(C(=O)N3CCN(C4CCCCC4)CC3)cc12	94	-4	98	-18	0	24	-1	-9	-8	99	-9
64	CN(C(=O)COC(=O)C(Cc1ccccc1)NC(=O)c1ccccc1)c1ccccc1 (configuration not stated)	102	-4	99	-27	-6	16	-4	-9	-4	101	-9
65	O=C(c1cccc(F)c1)N1CCN(c2ccc([N+](=O)[O-])c3cccnc23)CC1	98	-4	100	-59	-2	13	0	-3	-4	100	-5
66	CCCC(=O)N=c1sc2cccc(F)c2n1C	18*	-9	58	15	-4	16	-9	-8	-12	37*	-7
67	CC(C)c1ccc(-n2nc3ccc(N)cc3n2)cc1	93	0	92	-47	1	14	-1	1	-6	98	-2
